PREPL inhibitor = inhibits the human prolyl oligopeptidase-like enzyme. recombinant PREPL, fluorescence polarization activity-based probe. 320,000 tested, 0.68% active. inhibition, % at 5.96 µM. Q4J6C6; in the data active means inhibition above about 43%;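 further: 0% = enzyme with DMSO and 100% = wells lacking enzyme; many of its hits are not listed in these tables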
PAFAH2 FP inh = PAFAH2 (human) inhibition | 340,000 tested, 0.99% active | recombinant PAFAH2, FP-rhodamine activity probe, fluorescence polarization | inhibition, % at 3.39 µM;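 active means inhibition above the mean over all tested compounds plus 3 SD, cut at about 30% in these data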;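 further: inhibitors block probe labeling of enzyme so polarization drops; 0% = enzyme with DMSO and 100% = wells lacking PAFAH2 protein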
PAD4 inh = inhibitors of human PAD4 | recombinant PAD4, RCA probe fluorescence polarization | 330,000 tested, 0.41% active | AID 485272 | inhibition, % at 6.36 µM;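 active means percent inhibition above a cutoff equal to the mean of all tested compounds plus 3 SD, cut at about 15% in these data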;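 further: 0% = PAD4 with RCA probe and DMSO and 100% = probe without PAD4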
Target sequence (Q9UM07 whole entry, looked up): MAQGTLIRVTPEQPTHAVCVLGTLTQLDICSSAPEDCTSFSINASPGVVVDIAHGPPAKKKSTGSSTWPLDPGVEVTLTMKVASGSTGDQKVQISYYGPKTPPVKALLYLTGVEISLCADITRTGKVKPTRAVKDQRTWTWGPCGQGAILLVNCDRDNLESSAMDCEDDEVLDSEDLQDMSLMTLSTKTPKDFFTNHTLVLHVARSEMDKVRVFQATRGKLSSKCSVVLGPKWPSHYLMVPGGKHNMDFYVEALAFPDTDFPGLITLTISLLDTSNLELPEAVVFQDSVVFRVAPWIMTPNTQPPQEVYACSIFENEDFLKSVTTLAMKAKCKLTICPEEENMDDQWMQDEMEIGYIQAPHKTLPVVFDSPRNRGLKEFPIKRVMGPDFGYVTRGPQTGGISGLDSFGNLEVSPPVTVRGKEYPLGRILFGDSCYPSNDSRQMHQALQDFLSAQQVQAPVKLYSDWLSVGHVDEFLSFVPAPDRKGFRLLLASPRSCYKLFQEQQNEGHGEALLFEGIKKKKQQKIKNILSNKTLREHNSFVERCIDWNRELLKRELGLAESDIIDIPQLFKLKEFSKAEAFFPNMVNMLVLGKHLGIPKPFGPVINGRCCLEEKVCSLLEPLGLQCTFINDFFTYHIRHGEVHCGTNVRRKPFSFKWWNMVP
LYPLA2 counter = counter-screen for PME1 inhibitors: inhibitors of human LYPLA2. recombinant LYPLA2, FP-Rh probe fluorescence polarization. inhibition, % at 5.9 µM. 320,000 tested, 0.38% active. AID 2177;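 active means inhibition above the screen-wide mean plus 3 SD, limit set per campaign, cut at about 26% in these data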;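 further: 0% = LYPLA2 with DMSO and 100% = wells lacking LYPLA2 enzyme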
Target sequence (O95372 whole entry, looked up): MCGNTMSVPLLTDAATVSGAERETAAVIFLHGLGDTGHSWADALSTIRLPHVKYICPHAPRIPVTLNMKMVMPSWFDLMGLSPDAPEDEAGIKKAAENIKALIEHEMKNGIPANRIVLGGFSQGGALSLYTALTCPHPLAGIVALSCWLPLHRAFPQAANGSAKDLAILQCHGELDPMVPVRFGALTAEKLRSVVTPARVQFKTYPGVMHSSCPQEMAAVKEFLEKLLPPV
GSTO1 inh = counter-screen for RBBP9 inhibitors: inhibitors of human GSTO1; P78417; recombinant GSTO1, activity-based probe fluorescence polarization; inhibition, % at 5.96 µM; 300,000 tested, 1.1% active;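 active means inhibition above the campaign mean inhibition plus 3 SD, cut at about 35% in these data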;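 further: 0% = GSTO1-1 with DMSO and 100% = wells lacking GSTO1-1 enzyme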
ZTA counter = counter-screen for EBNA-1 inhibitors: inhibitors of Epstein-Barr virus ZTA; ZTA-DNA binding, fluorescence polarization; 320,000 tested, 0.15% active; P03206; inhibition, % at 11 µM; in the data active means inhibition above about 33%
LYPLA1 inh = LYPLA1 (human) inhibition in PME1 counter-screen; O75608; recombinant LYPLA1, FP-Rh probe fluorescence polarization; inhibition, % at 5.9 µM; 320,000 tested, 0.16% active; AID 2174;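 active means inhibition above the mean of all tested compounds plus 3 SD, set per campaign, cut at about 14% in these data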;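 further: inhibitors block serine hydrolase probe labeling of LYPLA1 so polarization falls; 0% = enzyme with DMSO and 100% = wells lacking LYPLA1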
PAFAH1B3 inh = inhibitors of human PAFAH1B3; Q15102; recombinant PAFAH1B3, FP-rhodamine probe, fluorescence polarization; inhibition, % at 3.39 µM; 340,000 tested, 0.28% active; AID 492972;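 active means inhibition above the screen-wide average of all tested compounds plus 3 SD, cut at about 25% in these data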;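 further: 0% = enzyme with DMSO only and 100% = wells lacking PAFAH1B3 protein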
EBNA-1 inhibitor = blocks EBNA-1 binding to DNA | AID 1950 | 300,000 tested, 0.34% active | inhibition, % at 14.8 µM | EBNA-1 DNA binding, fluorescence polarization; in the data active means inhibition above about 28%
The depositor's hits bear a star; x = no result given. Some of the compounds tested (hit frequency here may not be typical).

The first 3 records, ahead of the listing:
structure	PREPL inhibitor	PAFAH2 FP inh	PAD4 inh	LYPLA2 counter	GSTO1 inh	ZTA counter	LYPLA1 inh	PAFAH1B3 inh	EBNA-1 inhibitor
Cc1cc(SCc2ccc(Cl)cc2Cl)nc(=O)[nH]1	-4	13	-2	-6	2	1	-8	-3	5
CSc1ccccc1C(=O)NC1CCCc2ccccc21 (stereo unspecified)	3	-2	5	3	-1	10	0	6	6
Cc1ccc(S(=O)(=O)NCC(=O)N(CC(=O)NCc2ccco2)Cc2ccc(F)cc2)cc1	-17	-12	1	-3	3	-23	2	-4	-11

All compounds of this part, previewed entries included:
structure	PREPL inhibitor	PAFAH2 FP inh	PAD4 inh	LYPLA2 counter	GSTO1 inh	ZTA counter	LYPLA1 inh	PAFAH1B3 inh	EBNA-1 inhibitor
Cc1cc(SCc2ccc(Cl)cc2Cl)nc(=O)[nH]1	-4	13	-2	-6	2	1	-8	-3	5
CSc1ccccc1C(=O)NC1CCCc2ccccc21 (stereo unspecified)	3	-2	5	3	-1	10	0	6	6
Cc1ccc(S(=O)(=O)NCC(=O)N(CC(=O)NCc2ccco2)Cc2ccc(F)cc2)cc1	-17	-12	1	-3	3	-23	2	-4	-11
C=C1C[C@H](O)[C@@H]2[C@H](OC(=O)[C@H]2C)[C@H]2[C@H](C)[C@@H](O)C[C@@H]12	1	9	3	0	x	-6	-1	4	x
COc1ccc(S(=O)(=O)N2CCCN(CC(=O)Nc3ccccc3F)CC2)cc1	-22	-7	-2	2	7	7	-5	3	-16
CC(=O)OC(C)CS(=O)(=O)c1ccccc1 (stereo unspecified)	6	7	2	10	3	-20	3	-3	-5
COc1ccccc1Nc1nc(N)nc(CSC(=S)N2CC(C)CC(C)C2)n1 (stereo unspecified)	0	21	-1	-8	-3	-15	-8	4	-6
CCc1cc(C(=O)N2CCCC(C(=O)c3cccc4ccccc34)C2)n(C)n1 (stereo unspecified)	16	4	-5	6	2	2	0	7	6
COc1cc(C2c3c(c(C)c(C)oc3=O)Oc3c(C)c(C)oc(=O)c32)ccc1OS(=O)(=O)c1ccc(C)cc1	-10	-5	-3	-15	x	12	-10	4	x
CCOc1ccc(S(=O)(=O)NCc2ccc3c(c2)OCO3)cc1C	13	-2	3	0	-1	-26	0	0	-1
Cc1nn(-c2ccccc2)c(Cl)c1C1C(C#N)=C(N)Oc2c1c(C)nn2-c1ccccc1 (stereo unspecified)	10	3	-14	5	21	-21	0	3	-8
Fc1ccccc1COc1ccc(-c2nnn(Cc3ccccc3F)n2)cc1	-6	-8	-8	2	-7	-8	0	-9	-2
CCOc1cc(S(=O)(=O)NC2CC2)c(OCC)cc1-n1cnnn1	7	4	-3	1	-1	-1	-2	5	-1
Cc1nc2sc(C(=O)c3ccccc3)c(N)c2c(C)c1C	-1	2	0	-11	6	19	-2	9	4
CC(NS(=O)(=O)c1ccc(OCC(=O)N2CCCC2)cc1)c1ccccc1 (stereo unspecified)	-9	0	-3	1	-1	-12	0	-4	-5
CC(=O)c1cccc(NC(=O)C2C3CCC(C3)C2C(=O)O)c1 (stereo unspecified)	-4	1	-4	6	1	-15	-1	0	5
COc1cc(OC)cc(C(=O)N[C@H](C(=O)OCC(=O)Nc2cccnc2Cl)C(C)C)c1	1	-1	-3	-6	x	8	2	3	x
COc1ccc(-n2ccnc2SCC(=O)NO)cc1	-4	1	-3	5	3	-4	4	16	-12
OC1CCCN(c2c3c(nc4cc(-c5cccc(Cl)c5)nn24)CCC3)C1 (stereo unspecified)	31	5	1	-4	-7	15	8	-4	-6
COc1cccc(N2CCN(C(=O)c3cc(-c4ccccc4)nc4c3cnn4C(C)C)CC2)c1	8	-3	0	x	x	x	x	-10	x
CCCn1c(Cc2ccccc2)nnc1SCC(=O)N1CCOCC1	7	1	-1	5	-2	5	1	4	0
CCOC(=O)N1CCN(C(=O)Cn2nc(C)n3nc(-c4ccccc4)cc3c2=O)CC1	14	-3	-2	-3	-1	11	-1	0	-3
CCn1cc(/C=N\NC(=O)c2ccc(F)cc2)cn1	3	-4	1	2	1	16	-1	5	-1
CC(NCCc1ccc(S(N)(=O)=O)cc1)C(=O)NCCc1ccc(F)cc1 (stereo unspecified)	11	-3	-2	-1	6	-2	-3	1	-2
Cc1cc(=O)oc2c(CN3CCN(C)CC3)c(O)c(Cl)cc12	11	9	0	-5	-1	-3	-3	8	6
CCN(CC)CCSc1nnc2c3cc(F)ccc3n(Cc3ccccc3)c2n1	7	5	-8	-1	0	-2	-3	4	3
COc1cccc(CSc2nnc(-c3ccncc3)n2C)c1	-1	1	-4	-6	4	14	-4	8	1
Cc1ccc(F)c(CNC(=O)C2CCC(=O)N(Cc3ccccn3)C2)c1F (stereo unspecified)	15	3	-2	1	6	6	0	1	-1
O=C(CN1CCOCC1)Nc1ccc2c(c1)OC(F)(F)O2	5	4	-4	-1	-2	6	2	5	-7
CCOC(=O)C1=C(c2ccccc2)Nc2ncnn2C1c1cc(OC)ccc1OC (stereo unspecified)	-5	-2	3	7	0	-9	-2	-2	-2
O=c1[nH]c(/C(Cl)=C/c2cccc(C(F)(F)F)c2)nc2cc(Cl)ccc12	1	-10	-4	4	0	-3	0	-1	2
Cc1ccc2nc(CSc3nnc(Nc4ccccc4C)s3)cc(=O)n2c1	18	5	-2	1	-3	-13	-5	0	-6
CNC(=S)NNC(=O)c1cccc(N(C)C)c1	5	-7	1	6	-1	8	0	9	-4
O=C(/C=C/c1ccccc1)C1C(=O)c2ccccc2C1=O	8	-2	-2	-5	-26	16	-5	-4	-1
O=Cc1ccccc1Oc1nc(N2CCOCC2)nc(N2CCOCC2)n1	-1	-6	-1	8	-5	-9	1	4	0
Nc1nc(CSC(=S)N2CCN(c3ccccc3)CC2)nc(Nc2ccccc2)n1	-50	-1	3	-5	-12	-5	-6	-3	1
CCC1(C)Cc2ccccc2-c2c1c(=O)n(Cc1ccccc1)c1nnnn21 (stereo unspecified)	14	-11	2	9	3	9	-1	7	-2
Cc1ccc(CN2CCN(CC(=O)N/N=C/c3c[nH]c4ccccc34)CC2)cc1	16	2	1	4	2	-18	0	2	-1
COC(=O)c1cn(NC(=O)COc2ccc(Cl)cc2)c(=O)c2ccccc12	-6	-2	1	9	-6	13	1	7	5
Cc1ccc(NC(=O)[C@H](C)NC(=O)C2CCN(C(=O)[C@@H](NC(=O)OC(C)(C)C)C(C)C)CC2)cc1	1	4	1	6	8	-9	0	15	12
Cc1ccc(-n2nc3c(N4CCC(C(=O)NCc5ccc(C)o5)CC4)nnc(C)c3c2C)cc1	22	-2	-2	18	4	11	4	4	0
CCOC(=O)Cc1csc(NC(=O)c2c(O)c3c(n(CC(C)C)c2=O)CCCC3)n1	-6	2	-2	2	2	3	-6	4	2
Cc1ccc(NC(=O)OCc2cncs2)cc1	0	0	-1	-6	7	3	-1	2	5
CC(=O)Nc1ccc(-n2c(C)ccc2-c2ccccc2)cc1	-1	2	5	2	-1	8	3	-2	2
CC(NC(=O)CCSc1nc(-c2ccco2)cc(C(F)(F)F)n1)c1ccccc1 (stereo unspecified)	-11	1	3	1	-2	3	-4	-2	-6
Cn1ccnc1C(O)c1ccc(OCc2ccccc2)cc1 (stereo unspecified)	-1	-2	-4	2	-11	-4	-1	-1	5
CCOC(=O)c1cnc(SC)nc1Sc1ccc(Cl)cc1Cl	-6	-16	4	-2	-4	8	-3	-2	2
CCCOC(=O)CCCC[C@H]1SC[C@@H](NC(=O)OC)[C@H]1NC(=O)OC	12	0	-7	2	2	-16	2	-6	-13
COCCNC(=O)c1ccc(NS(=O)(=O)c2ccc3[nH]c(=O)[nH]c3c2)cc1	16	0	0	0	-4	-18	-2	1	3
CCN(CC(=O)Nc1ccccc1OC)C(=O)c1ccccc1Sc1ccccc1C#N	-4	6	1	1	x	-8	-2	0	x
O=C1NN(c2ccccc2)C(=O)/C1=C/c1coc2ccccc2c1=O	12	11	-2	2	25	2	-5	5	-10
O=C(NCC(c1ccco1)N1CCc2ccccc2C1)c1ccc(Cl)c([N+](=O)[O-])c1 (stereo unspecified)	9	-3	-1	-6	0	3	-5	-5	0
O=C(Nc1nnc(CCc2ccccc2)s1)c1ccccc1F	-1	-3	-7	4	-2	-9	3	7	-3
Cc1ccc(S(=O)(=O)c2cc3ccccc3oc2=Nc2ccc3c(c2)OCO3)cc1	10	4	1	2	5	2	-1	8	2
CCOc1ccc(NS(=O)(=O)c2ccc(C(=O)NCC(c3ccco3)N(C)C)cc2)cc1 (stereo unspecified)	6	3	-4	1	16	4	-2	7	-2
O=C(Nc1ccccn1)c1cc2ccccc2cc1O	10	1	0	-2	3	-4	-12	10	-2
O=C(CCC(=O)OC(C(=O)c1ccccc1)c1ccccc1)Nc1ccccc1 (stereo unspecified)	6	10	3	9	4	2	1	11	1
Cc1c(Cl)cccc1NC(=S)NNc1ncc(C(F)(F)F)cc1Cl	5	6	1	2	-4	-20	3	3	-1
O=C(c1cc(-c2ccc(O)cc2)on1)N1CCN(c2ccccc2)CC1	2	6	3	8	-3	-3	-1	-5	-6
O=C(c1ccnc(Cl)c1)N1CCCC(N2CCN(c3ccccc3F)CC2)C1 (stereo unspecified)	7	-3	-1	-1	7	-2	0	1	-18

Going on with the list.
structure	PREPL inhibitor	PAFAH2 FP inh	PAD4 inh	LYPLA2 counter	GSTO1 inh	ZTA counter	LYPLA1 inh	PAFAH1B3 inh	EBNA-1 inhibitor
COc1cc(/C=N\n2cnnc2)ccc1OCC(=O)Nc1ccc(C)cc1	0	-7	1	8	-6	15	2	-1	8
O=C(O)[C@H]1CCCC[C@H]1C(=O)Nc1ccc(S(=O)(=O)N2CCCCC2)cc1	22	4	0	0	7	20	0	9	-14
COc1ccc(C2(c3ccc(OC)cc3)NC(=O)N(CC(=O)N(C)C3CCC(C)CC3)C2=O)cc1 (stereo unspecified)	0	1	0	-1	x	-10	-1	-9	x
O=C(C1CC1)N1CCc2sccc2C1c1ccc(Cl)cc1 (stereo unspecified)	17	3	3	5	21	-6	-2	6	8
CC(=O)c1c(C)[nH]c(C(=O)OCC(=O)N2CCc3ccccc32)c1C	-5	44*	-2	-1	-4	15	1	-7	10
CCCCNC(=O)[C@]1(C)CCC[C@@]2(C)C3CC[C@@]4(C)C[C@]3(CCC21)CC4=O (stereo partly specified)	-8	1	1	-3	x	-7	1	-4	x
CCCNc1c(N)c(=O)oc2ccccc12	-2	5	-3	0	15	7	-2	8	4
O=C(COC(=O)c1ccccn1)Nc1cccc(Cl)c1Cl	4	15	-8	-2	1	8	-1	1	-5
CC(C)(C)N(Cc1ccccc1)C(=O)COc1cccnc1[N+](=O)[O-]	6	-5	3	-3	7	-1	-3	1	-1
CCOC(=O)c1ccc(NC(=O)N2CCN(C(=O)c3ccco3)CC2)cc1	4	-2	-1	3	-1	5	0	3	-7
COC(=O)C1CCN(S(=O)(=O)c2c(C)n(C)c(=O)n(C)c2=O)CC1	-4	-2	-1	-7	5	2	3	5	13
N#Cc1ccc(NC(=S)NCCN2CCOCC2)cc1	-5	0	-3	-2	7	11	-2	10	3
O=C(/C=C/c1cccc(Cl)c1)Nn1c(-c2cccs2)nc2ccccc2c1=O	-18	-4	2	-13	-3	9	-9	3	3
C[C@H]1COC(=O)[C@@H](Cc2ccc(F)cc2)C/C=C\C[C@@H](CC(=O)NCCO)C(=O)N1	24	7	2	x	x	x	x	-6	x
Cc1ccc(NC(=O)CSc2n[nH]c(-c3ccco3)n2)c(C)c1	5	0	-2	3	6	-23	2	2	4
